HIF-2a inh = blocks HIF-2a reporter activity | AID 624352 | inhibition, % at 18.8 µM | 0.72% of 360,000 active | 786-0 RCC cells HIF-2a reporter, luciferase luminescence, overnight;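 active = inhibition of the luminescence signal of 40% or more relative to plate controls, in a single-dose primary screen at 18.75 µM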
aDG glyco act = increases alpha dystroglycan glycosylation. Pro5-aDG cells, alpha-DG glycosylation AlphaScreen (IIH6); 0% Pro5, 100% B10-LARGE cell signal. 0.22% of 360,000 active. activation, % at 10 µM;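 active = activation of at least 8% versus controls, or a plate z-score of at least 8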;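 also: Pro5 are CHO cells carrying HIG-tagged alpha-DG that lacks glycosylation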
hiPSC survival = hiPSC single-cell survival enhancement; ATPlite luminescence; 100% = ROCK inhibitor wells, 0% = DMSO; survival enhancement, % at 20 µM; 0.044% of 360,000 active; in the data active = survival enhancement above about 18%;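 also: cells exposed to compounds for 16 hours before the ATP read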
Peg3 prom inh = reduces Peg3 promoter-driven luciferase expression in HeLa. inhibition, % at 20 µM. HeLa PEG-Prom luciferase reporter, luminescence, overnight. 1.7% of 360,000 active;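 active = inhibition of at least 50% at 20 µM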
TRPM1 prom inh = inhibitors of MITF-driven TRPM1 promoter in melanoma cells; SK-MEL-5 TRPM1 promoter luciferase, 24 h; inhibition, % at 12.5 µM; 0.83% of 330,000 active; AID 488899;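 active = mean inhibition across replicates of 60% or more, whatever share of single replicates reaches that level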; also: values of inactives mirror those of a sister screen read the other way
CF NFkB block = blocks PAF-induced NF-kB reporter in cystic fibrosis cells | KKLEB NF-kB-GFP reporter, GFP fluorescence overnight | 0.86% of 360,000 active | inhibition, % at 5 µM | AID 588850;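 active = at least 50% inhibition at 5 µM, scaled per plate between neutral and stimulator controls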;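 also: PAF is a Pseudomonas aeruginosa culture filtrate used as stimulus; plate controls were PAF-stimulated DMSO wells for no effect and unstimulated DMSO wells for full effect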
Shn3 inh set2 = Schnurri-3 reporter inhibition in Clone20 osteoblasts. 0.52% of 360,000 active. Clone20 osteoblast Shn3 3'UTR firefly luciferase, 24 h. inhibition, % at 12.5 µM;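 active = mean inhibition of at least 75% with every replicate also reaching 75%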;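 also: 0% = median of neutral control wells and 100% = pilot-screen positive control compound; some compounds past the cut are filed as inactive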
NR2E3 ag-1 = activates human photoreceptor nuclear receptor NR2E3; Q9Y5X4; GST-NR2E3/biotin-RetCOR TR-FRET, 1536-well; inhibition of corepressor binding, % at 4.78 µM; 0.12% of 320,000 active; AID 2300;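 active = percent inhibition above the cutoff of mean plus 3 SD of all tested compounds, set per screening campaign, cut at about 20% in these data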;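 also: 0% = DMSO wells and 100% = biotin wells as full block of FRET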
Target sequence (Q9Y5X4 whole entry, looked up): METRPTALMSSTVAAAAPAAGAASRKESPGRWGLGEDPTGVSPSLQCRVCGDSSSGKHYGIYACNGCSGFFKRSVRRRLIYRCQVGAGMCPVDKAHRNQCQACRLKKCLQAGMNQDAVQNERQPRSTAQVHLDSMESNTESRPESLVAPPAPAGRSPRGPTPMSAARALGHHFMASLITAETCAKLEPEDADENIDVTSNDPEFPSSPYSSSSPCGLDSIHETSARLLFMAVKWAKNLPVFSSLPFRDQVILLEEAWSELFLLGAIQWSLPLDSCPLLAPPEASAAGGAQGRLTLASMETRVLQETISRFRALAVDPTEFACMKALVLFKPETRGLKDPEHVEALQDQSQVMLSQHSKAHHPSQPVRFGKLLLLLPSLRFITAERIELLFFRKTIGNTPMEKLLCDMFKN
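Material: NR2E3–RetCOR corepressor complex / Incubation: Compound–protein incubation for 5 h at 4 °C / Dosing: compound at 4.8 µM, single dose / Detection: time-resolved FRET / Benchmarks: high control biotin, low control 0.6% DMSO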
KKLEB tox = CF airway cell cytotoxicity counter-screen; activity change (cytotoxicity), % at 5 µM; 0.36% of 360,000 active; KKLEB CF airway cells viability, ATPlite luminescence, overnight; active compounds read low; cells stimulated with P. aeruginosa culture filtrate;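 active = corrected activity change at or below -50% at 5 µM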
TWEAK-Fn14 inh = inhibitors of TWEAK-Fn14 interaction signaling; TWEAK-stimulated Fn14 reporter cells, luciferase luminescence, 8 h; inhibition, % at 10 µM; 2% of 360,000 active; in the data active = inhibition above about 50%
NR2E3 ag-2 = human photoreceptor-specific nuclear receptor agonism; Q9Y5X4; CHO-S Gal4-NCOR/VP16-NR2E3 two-hybrid, luciferase; inhibition of corepressor binding, % at 3.98 µM; 0.35% of 360,000 active; AID 602229;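 active = inhibition above the mean of all tested compounds plus 3 SD, cut at about 70% in these data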;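 also: 0% = DMSO with NR2E3 transfected cells and 100% = cells lacking NR2E3 construct; higher means lower luciferase signal from less NR2E3 corepressor binding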
* marks the source's active call; other numbers are inactive results; . = no result given. No enrichment for hits; overall some 4.4% were active at least once.

SMILES	HIF-2a inh	aDG glyco act	hiPSC survival	Peg3 prom inh	TRPM1 prom inh	CF NFkB block	Shn3 inh set2	NR2E3 ag-1	KKLEB tox	TWEAK-Fn14 inh	NR2E3 ag-2
Cc1ccc(CNC(=O)CNC(=O)[C@@H]2Cc3ccccc3CN2C(=O)OC(C)(C)C)cc1	3	-0.1	0.5	6	-6	-15	0	-2	6	5	-37
COc1ccc(CCNCC(O)c2ccccc2)cc1 (stereo not given)	11	-0.1	0.5	14	6	0	6	2	5	8	11
CCOC(=O)C1CCN(C(=O)/C=C/c2ccc(S(=O)(=O)N3CCOCC3)cc2)CC1	5	0.2	-3.7	4	1	-4	31	.	-7	2	-27
O=S(=O)(NNc1ccc(Cl)nn1)c1ccc(F)cc1	26	0.5	-0.6	6	11	-24	-33	-4	9	-25	-6
CCOC(=O)Cn1nc(-c2ccccc2)c2cnc3ccc(CC)cc3c21	19	0.0	-2.7	6	.	17	41	3	7	33	-22
COc1ccc(C2/C=C\CN(C(=O)c3ccccc3)CC(=O)N2Cc2ccc(F)cc2)cc1 (stereo not given)	2	-0.1	5.1	3	0	16	0	.	12	-16	-23
C#CCNC(=O)C1=C[C@@H](c2ccc(C#C)cc2)C[C@@H](OCCCCO)O1	0	-0.1	-1.1	-9	5	16	-2	-4	-8	-6	-3
CCOC(=O)c1[nH]c(C)c(C(=O)/C=C/c2ccc(C(=O)O)cc2)c1C	-2	-0.1	-0.4	7	-3	0	-5	0	-4	20	-9
CCCN1CCC(NCc2cn(C)nc2-c2ccc(Oc3ccccc3)cc2)CC1	6	1.0	-0.7	17	86*	1	-7	1	0	-19	11
Cc1ccc2ccccc2c1C(O)c1ncc(-c2cccc(F)c2)[nH]1 (stereo not given)	11	-0.1	3.2	16	.	9	6	.	-3	16	-12
Cc1cc(C)c(NC(=S)NC(=O)c2ccccc2)cc1C	-245	1.2	-2.1	-197	.	-25	-19	.	2	11	-63
CCN(CC)c1ccc(NC(=O)Cn2c(C(C)NC(=O)c3ccc(C)cc3)nc3ccccc32)cc1 (stereo not given)	-46	-0.3	-0.3	99*	8	-10	-6	.	-26	-5	0
O=C(c1ccco1)N1CCN(S(=O)(=O)c2ccc(C3CCCCC3)cc2)CC1	23	2.2	-0.1	19	11	0	21	-6	-1	24	41
CC(C)N1CCN(Cc2cnc(-c3ccccc3)s2)CC1CCO (stereo not given)	0	0.1	0.8	2	5	7	-7	1	-1	-15	20
Cc1nc2ccccc2c2oc(C(=O)N3CCC(N4CCCCC4)CC3)cc12	11	-0.2	1.8	2	.	-8	18	-3	-3	-40	-1
CCN1CCN(C(=O)/C=C\C(=O)O)CC1	8	0.0	-2.3	-10	17	-3	7	4	10	4	12
OCCC1CN(Cc2ccc3ncccc3c2)CCN1Cc1ccccc1 (stereo not given)	8	0.3	0.3	8	3	7	-7	0	2	9	6
COc1ccc(-c2cc(C3CCN(CC(O)C(F)(F)F)CC3)[nH]n2)cc1 (stereo not given)	4	0.1	0.3	-3	-3	10	11	-2	-8	32	-18
O=C(NCC1CCCO1)c1cccc(S(=O)(=O)NCc2ccccc2)c1 (stereo not given)	3	0.0	-0.5	4	-5	-11	0	1	-15	-2	-32
CN(C)S(=O)(=O)c1ccccc1C#N	-10	0.0	0.9	9	-5	12	5	0	1	-1	21
Cc1[nH]n(-c2ccccc2)c(=O)c1C=Nc1ccc(S(=O)(=O)N(C)C)cc1	16	-0.3	-0.8	11	14	11	1	2	3	11	-18
c1ccc(C2=Nc3c(ccc4ccccc34)C(c3ccncc3)=NN2)cc1	25	-0.1	-1.0	23	31	21	10	-7	-14	0	-28
O=C(CSC1=NNC(c2ccccn2)S1)Nc1cccc(Cl)c1 (stereo not given)	-19	0.1	-0.6	-14	28	8	-67	2	-6	20	-31
Cn1c(N)c(C(=O)COC(=O)COc2cc(Cl)c(Cl)cc2Cl)c(=O)n(C)c1=O	17	0.1	-1.0	10	-3	-4	2	.	2	5	-9
CN(C(=O)c1cccn(Cc2ccccc2)c1=O)c1ccccc1	13	0.0	0.2	7	-4	2	-9	2	9	-45	-22
More results:
SMILES	HIF-2a inh	aDG glyco act	hiPSC survival	Peg3 prom inh	TRPM1 prom inh	CF NFkB block	Shn3 inh set2	NR2E3 ag-1	KKLEB tox	TWEAK-Fn14 inh	NR2E3 ag-2
O=C(NCc1ccccc1F)c1cc(=O)[nH]c2ccccc12	-1	-0.2	-0.3	8	0	-14	-7	1	7	18	-8
Cc1ccc(C(=O)N2CCN(c3cccc(C)c3C)CC2)o1	-10	5.9	-0.2	20	1	17	5	-3	4	3	-20
COC(=O)c1ccccc1C(=O)N1CCCC(C(=O)c2cc(F)ccc2F)C1 (stereo not given)	14	0.0	0.1	17	0	7	-14	-2	5	-13	-26
COc1ccc(C(=O)COC(=O)c2sc(C)nc2C)cc1Cl	-4	0.9	-2.5	-25	-2	12	8	-1	-17	-12	8
O=C(Nc1cc(C(F)(F)F)ccc1Cl)c1cc(C2CC2)on1	-17	0.1	-0.9	22	10	6	-14	2	14	-15	-6
CCOC(=O)[C@]12CCC=C1N(Cc1ccco1)C(=O)[C@H](CC(=O)NCC13CC4CC(CC(C4)C1)C3)C2	-10	-0.1	1.5	.	.	.	.	.	.	17	-25
CCCC(=O)Nc1nnc(-c2cccc(OCC)c2)s1	-77	0.2	0.4	-77	-30	-5	-42	8	4	5	-13
O=C(Nc1ccc(N2CCOCC2)cc1)c1ccc([N+](=O)[O-])o1	31	-0.2	-0.7	102*	53	6	55	-5	-7	24	-1
Cc1cc(C)cc(NC(=O)c2ccc(S(=O)(=O)N(C)CC3CCCO3)cc2)c1 (stereo not given)	-3	0.6	-0.4	12	8	1	21	-1	10	-3	0
CC(C)CNC(=O)c1c2c(nc3ccccc13)-c1ccccc1CC2	-9	0.1	-3.9	3	-8	-8	7	2	-4	4	-8
CCO/C=C1\C(=O)N(c2ccc(OCC)cc2)C(=O)c2ccccc21	-6	-0.1	-0.1	-6	-2	-12	7	-3	5	-21	0
O=C(Nc1ccc(N2CCN(C(=O)c3cccs3)CC2)cc1)c1ccccc1F	-29	0.1	0.5	3	-5	3	20	3	-1	4	-18
Clc1ccc(N2CCCCCC2)nn1	-12	0.1	-1.0	-10	-1	20	-23	-1	-16	-18	-16
O=C(CCc1ccccc1)Nc1ncc2c(n1)CCCC2=O	4	0.0	-0.2	-12	6	-8	-11	2	5	0	-31
Cc1c(Cl)cccc1NC(=S)N1CCN(c2ncccn2)CC1	23	0.3	2.4	13	0	-2	11	1	-1	-7	17
Fc1cccc(Oc2nc3ccccc3n3cccc23)c1	21	0.2	-0.6	20	12	0	-27	-3	-8	11	-48
COc1ccc(NC(=O)CCNS(=O)(=O)c2cccc(C(C)=O)c2)cc1S(N)(=O)=O	6	-0.1	-0.7	14	5	2	-2	4	-14	-1	-14
CCC(C)(C)NC(=O)CN(C(=O)CCC(=O)Nc1ccccn1)c1ccc(F)c(Cl)c1	16	0.0	-1.3	5	-3	2	10	-3	-9	0	-14
COc1cccc(CN(C)C(=O)c2ccccc2Sc2ccccc2C#N)c1OC	-3	0.1	0.1	-10	-4	-11	0	.	-4	-21	-9
O=C(O)Cn1c(-c2ccccc2)nc2ccccc21	1	0.0	-2.8	-1	0	6	-6	2	-1	-8	4
O=Cc1ccc(-c2ccc(C(=O)O)cc2)o1	0	-0.1	-0.2	-32	-4	5	-24	0	-1	-3	-10
Nc1ccc(C(=O)OCC(=O)Nc2ccc3c(c2)OCO3)cc1[N+](=O)[O-]	-3	-0.2	1.4	1	-3	-1	7	6	4	-16	6
CSc1ccccc1NC(=O)COc1ccccc1Cl	-137	0.2	1.9	-156	-6	6	-35	3	-14	9	-30
Cc1ccc(NC(=O)c2cc3ccccc3o2)cc1	-275	0.0	-0.4	-326	-56	-14	-49	0	-6	3	-153
CCCn1c(=O)c2ccccc2n2c(SCC(=O)Nc3cc(C)on3)nnc12	21	0.2	-1.7	4	10	-8	16	1	9	-16	-45

Compound profiles, as listed above. Order of values: HIF-2a inh | aDG glyco act | hiPSC survival | Peg3 prom inh | TRPM1 prom inh | CF NFkB block | Shn3 inh set2 | NR2E3 ag-1 | KKLEB tox | TWEAK-Fn14 inh | NR2E3 ag-2
Cc1ccc2ccccc2c1C(O)c1ncc(-c2cccc(F)c2)[nH]1 (stereo not given) is entered as 11 | -0.1 | 3.2 | 16 | . | 9 | 6 | . | -3 | 16 | -12
CN(C(=O)c1cccn(Cc2ccccc2)c1=O)c1ccccc1 is entered as 13 | 0.0 | 0.2 | 7 | -4 | 2 | -9 | 2 | 9 | -45 | -22
CCOC(=O)Cn1nc(-c2ccccc2)c2cnc3ccc(CC)cc3c21 is entered as 19 | 0.0 | -2.7 | 6 | . | 17 | 41 | 3 | 7 | 33 | -22

(continued)
SMILES	HIF-2a inh	aDG glyco act	hiPSC survival	Peg3 prom inh	TRPM1 prom inh	CF NFkB block	Shn3 inh set2	NR2E3 ag-1	KKLEB tox	TWEAK-Fn14 inh	NR2E3 ag-2
Cc1cc(C)cc(NC(=O)CSc2nc(=O)n(CCCN3CCOCC3)c3c2CCCC3)c1	7	0.0	2.6	6	9	16	3	1	-1	10	8
COc1cc(NC(=S)N2CCc3ccccc3C2)cc(OC)c1	-86	0.0	0.5	-19	-6	2	0	-1	15	9	15
O=C1C(=O)N(Cc2cccnc2)C(c2ccc(Br)cc2)/C1=C(\O)c1ccc2c(c1)OCCO2 (stereo not given)	-6	-0.6	-0.6	-8	-10	-6	-9	15	-3	0	-34
Cc1nn(Cc2ccc(C(=O)N3CCCC3)o2)c(C)c1[N+](=O)[O-]	10	-0.1	-0.3	25	1	-11	13	.	1	0	4
O=C(Nc1ccc(Oc2ccc3ccccc3c2)cc1)c1ccco1	-17	1.3	-2.4	4	-23	-9	-7	-3	-6	25	40
Nc1sc2c(c1C(=O)NC1CC1)CCCC2	-5	0.1	5.7	-11	4	14	-7	.	-14	7	-26
C[C@H](CO)N1C[C@H](C)[C@@H](CN(C)Cc2cccc(C(F)(F)F)c2)OCc2cnnn2CCCC1=O	12	-0.1	2.2	-4	.	13	2	.	-16	1	-7
Cc1ccc2nc(SCc3nnc(-c4cccs4)o3)[nH]c2c1	-7	0.9	0.3	11	-10	1	11	-3	-10	13	-6
CN1CCN(C(=O)/C(=C/c2ccccc2Cl)NC(=O)c2ccccc2)CC1	7	0.0	0.9	13	0	-7	-5	0	-11	-10	2
CCN1CCN(CCCN(Cc2cccs2)C(=S)Nc2ccccc2C)CC1	14	0.2	0.0	0	1	18	-6	5	6	0	-5
COC1(OC)N=C(N)C2(C#N)C(c3ccc4c(c3)OCO4)C12C#N (stereo not given)	-6	-0.1	1.1	31	19	10	8	1	-1	0	-18
CS(=O)(=O)N1CCC(C(=O)N2CCN(c3ccc(F)cc3)CC2)CC1	12	0.7	2.2	12	2	4	-5	-7	10	13	-30
CC1CN(S(=O)(=O)c2cccc3nsnc23)CC(C)O1 (stereo not given)	-10	0.1	1.8	-10	-7	10	-2	6	9	-5	10
O=C(NCCCCc1ccccc1)C1CC(c2cccc(F)c2)=NO1 (stereo not given)	-5	-0.2	2.3	-6	-9	23	-19	0	0	5	8
CCCCOc1ccc(NC(=O)c2cnc(C)cn2)cc1	-155	0.2	-1.8	-92	-34	-16	-17	0	5	3	-39

Screens deposited in PubChem BioAssay by several laboratories.
